Screening results: PubChem, National Center for Advancing Translational Sciences (NCATS)
GALK inh = qHTS Assay for Inhibitors of Human Galactokinase (GALK). Potency, µM (doses to about 57.5 µM), for inactives: at the top dose activity change, negative = inhibition, hits mostly inhibitors. 270,000 tested, 0.007% active. P51570. Purified GALK, Kinase-Glo residual ATP luminescence; also: potency is read from the fitted curve at half-maximal effect; % is scaled to controls: 0 for no effect and ±100 for the full control effect
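Compounds were pin-transferred into ATP buffer (35 uM final), then GALK plus galactose (5 nM, 100 uM final) was added. After 1 h at room temperature, Kinase-Glo Plus was added and luminescence read after 10 min.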
BCR signal inh = qHTS Assay to Find Inhibitors of Chronic Active B-Cell Receptor Signaling | ABC-DLBCL IkBa-CBG/CBR reporter, luminescence ratio, 4 h | Potency, µM (top dose mostly 46.1 µM), without a hit: top-dose ratio change, negative = lower green/red ratio, most hits filed as inhibitors | 340,000 tested, 0.05% active | AID 493014, 2011; active = well fitted inhibition curve with a large enough effect in the signal ratio, with a control signal flat, not every such curve was filed as active; inconclusive = small, poorly fitted or top-dose-only effect, or effect the other way, or a change in a side signal; the % refers to the signal ratio;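 also: potency is read from the fitted curve at half-maximal effect; plate controls were basal doxycycline-induced cells for no effect and cells given 10 µM MG132 for full effect; MG132 reads +100%, hits lower the ratio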
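TMD8 human ABC-DLBCL cells with doxycycline-inducible IκBα–green luciferase fusion and unfused red luciferase, in 0.5% FBS medium; compounds up to 46 uM, 4 h at 37C. Green/red luminescence ratio, filter-overlap corrected, fitted to concentration-response curves.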
Tb PFK inh = qHTS Assay to Find Inhibitors of T. brucei phosphofructokinase; ATP-dependent 6-phosphofructokinase (Trypanosoma brucei brucei), O15648; T. brucei PFK, ADP-Glo luminescence; Potency, µM (top dose mostly 57.5 µM), inactives show top-dose activity, negative = inhibition, hits mostly inhibitors; 330,000 tested, 0.17% active; AID 485367, 2010;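 also: potency is read from the fitted curve at half-maximal effect; 0% = uninhibited 1x PFK enzyme wells and -100% = no-enzyme wells; nearly all actives have a fitted effect of over 60% in size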
Target sequence (O15648 whole entry, looked up): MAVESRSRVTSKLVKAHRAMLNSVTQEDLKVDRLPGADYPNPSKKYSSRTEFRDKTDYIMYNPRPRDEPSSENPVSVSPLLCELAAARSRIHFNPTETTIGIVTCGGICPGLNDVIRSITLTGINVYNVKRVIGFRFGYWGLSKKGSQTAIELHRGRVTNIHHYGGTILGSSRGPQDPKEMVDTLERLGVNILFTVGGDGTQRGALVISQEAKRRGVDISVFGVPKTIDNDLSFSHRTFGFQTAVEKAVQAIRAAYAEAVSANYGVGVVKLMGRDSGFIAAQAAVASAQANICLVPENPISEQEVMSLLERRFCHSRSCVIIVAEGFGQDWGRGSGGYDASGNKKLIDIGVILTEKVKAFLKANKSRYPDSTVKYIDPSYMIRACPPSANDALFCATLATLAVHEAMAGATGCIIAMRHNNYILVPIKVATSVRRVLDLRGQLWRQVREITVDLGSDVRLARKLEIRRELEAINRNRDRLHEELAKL
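In TEA buffer at pH 8.0 with 5 mM MgCl2, enzyme (1.25 nM) converted F6P (0.5 mM) and ATP (0.1 mM) for 45 min at room temperature. ADP product was read by luciferase luminescence.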
PKM2 act = qHTS Assay for Activators of Human Muscle isoform 2 Pyruvate Kinase; purified PKM2, Kinase-Glo ATP luminescence, activation; response scale: 0% is enzyme alone, no compound; Potency, µM (highest dose often 57.5 µM), for inactives: top-dose activation, usual class: activators; 260,000 tested, 0.34% active; AID 1631, 2009; also: potency is read from the fitted curve at half-maximal effect; % is scaled to controls: 0 for no effect and ±100 for the full control effect; nearly all actives have a fitted effect of over 55% in size
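hPK-M2, >95% pure; 0.1 mM ADP / 0.5 mM PEP final; imidazole pH7.2 buffer w/ 7 mM MgCl2, 50 mM KCl; 1 h RT; Kinase-Glo lum. Intermediate enzyme activity for dual inhibitor/activator qHTS.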
ASM inhibitor = Inhibitors of Secretory Acid Sphingomyelinase (S-ASM): qHTS; Sphingomyelin phosphodiesterase (Homo sapiens), P17405; Potency, µM (top dose mostly 57.5 µM), inactives show at the top dose activity change, negative = inhibition, hits mostly inhibitors; 340,000 tested, 0.006% active; placental ASM, HMU-PC fluorogenic substrate, 60 min; also: potency is read from the fitted curve at half-maximal effect
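Human placenta-derived ASM preincubated with compound 10 min at room temperature, then reacted with 9 uM (final) fluorogenic HMU-PC substrate for 60 min at 37 C. Stop solution raises pH to 10; fluorescence read at Ex 386/Em 447 nm.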
PTAP TSG101 blk = qHTS Assay for Iinhibitors of HIV-1 Budding by Blocking the Interaction of PTAP/TSG101. AID 493005, 2010. 340,000 tested, under 10 active. Fluorescence polarization, FITC-PTAP peptide / Tsg101 binding. Tumor susceptibility gene 101 protein (Homo sapiens), Q99816. Potency, µM (top dose mostly 115 µM), for inactives: top-dose activity change, negative = inhibition, usual class: inhibitors; active = well fitted inhibition curve with a large enough effect in the main read-out, with a control signal flat, not every such curve was filed as active; inconclusive = small, poorly fitted or top-dose-only effect, or effect the other way, or a change in a side signal; inactive = no such curve, though single readings can be large or run the other way; also: potency is read from the fitted curve at half-maximal effect; % of control where 0% means no effect
Target sequence (Q99816 whole entry, looked up): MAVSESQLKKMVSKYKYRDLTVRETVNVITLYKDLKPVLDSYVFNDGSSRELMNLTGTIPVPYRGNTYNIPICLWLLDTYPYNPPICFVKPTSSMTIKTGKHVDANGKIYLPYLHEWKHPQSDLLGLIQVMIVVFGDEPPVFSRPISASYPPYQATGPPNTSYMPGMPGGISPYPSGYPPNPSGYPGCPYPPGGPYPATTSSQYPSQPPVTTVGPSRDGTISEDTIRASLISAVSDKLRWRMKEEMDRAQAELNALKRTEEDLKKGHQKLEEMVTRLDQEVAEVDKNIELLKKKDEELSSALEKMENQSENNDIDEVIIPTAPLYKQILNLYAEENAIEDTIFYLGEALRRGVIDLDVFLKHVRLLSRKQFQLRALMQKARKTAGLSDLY
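Fluorescence polarization binding of Tsg101 binding domain (10 uM final) to FITC-labeled PTAP peptide (50 nM final) in HEPES pH 7.5 buffer with NaCl, Tween 20, EDTA, TCEP. Compounds added before peptide; binding 20 min at RT.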
Integrin act MD = qHTS for Activators of Integrin-Mediated Alleviation for Muscular Dystrophy; alpha7betagal myoblasts, beta-gal FDG fluorescence, 48 h; 350,000 tested, 0.064% active; AID 624291, 2012; Potency, µM (titrated, usually from 38.3 µM), for inactives: at the highest dose activation, actives largely listed as activators;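 also: potency is read from the fitted curve at half-maximal effect; 100% = response of the positive control SU9516; nearly all actives have a fitted effect of over 60% in size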
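Alpha7betagal+/- myoblasts (passage 13) were plated 16-24 hr, then exposed to compounds (1:260 dilution of DMSO stock) for 48 hours at 37C. After MPER lysis, β-galactosidase reporter activity was read as FDG fluorescence (ex 480/em 540) after 30 minutes.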
B2AR arrestin = qHTS assay of beta-arrestin-biased ligands of beta2-adrenergic receptor. Beta-2 adrenergic receptor (Homo sapiens), P07550. beta-arrestin recruitment to beta2AR, cell-based reporter. Potency, µM (top dose mostly 46.1 µM), inactives show top-dose activation, actives largely listed as activators. 330,000 tested, 0.02% active. AID 492947, 2010;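 also: potency is read from the fitted curve at half-maximal effect; 0% = DMSO controls and full agonism = EC100 isoproterenol or metaproterenol; nearly all actives have a fitted effect of over 65% in size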
Coupling enz = qHTS Assay for Inhibitors of Fructose-1,6-bisphosphate Aldolase from Giardia Lamblia: Coupling assay counterscreen; 290,000 tested, 0.67% active; activity change, negative = inhibition, % at 58.2 µM, hits read low; coupling enzyme system counterscreen, AmpLite Red fluorescence; AID 2472, 2010; in the data active = activity change below about -30%; also: % is scaled to controls: 0 for no effect and ±100 for the full control effect
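Counterscreen lacking aldolase: glyceraldehyde-3-phosphate coupling-enzyme reagent preincubated 10 min at RT with compound (at 57.5 uM final), then substrate/coupling system with AmpLite Red added; fluorescence read at 525/598 nm after 20 min RT.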
Giardia killer = Small Molecules that selectively kill Giardia lamblia: qHTS; Giardia lamblia trophozoite viability; activity change, % at 7.66 µM, hits read low; 340,000 tested, 0.15% active; AID 540267, 2011; in the data active = activity change below about -80%; inconclusive = between about -30% and that limit;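 also: parasites exposed to compound for two days anaerobically before the ATP read; % is scaled to controls: 0 for no effect and ±100 for the full control effect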
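Luminescence from cellular ATP indicates surviving trophozoites (100 cells/well) following 48 hrs anaerobic compound treatment at 37 deg C; signal develops 15-30 min at room temperature.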
Menin-MLL TR inh = qHTS Assay for Inhibitors Targeting the Menin-MLL Interaction in MLL Related Leukemias: Competition With Texas Red Labeled MLL-derived Mutant Peptide; Potency, µM (series often up to 61.6 µM), for the others: at the top dose FP activity change, negative = inhibition, hits mostly inhibitors; 270,000 tested, 0.23% active; Menin + Texas Red MLL mutant peptide, fluorescence polarization; active = well fitted inhibition curve with a large enough effect in the polarisation, with a control signal flat, not every such curve was filed as active; inconclusive = small, poorly fitted or top-dose-only effect, or effect the other way, or a change in a side signal; inactive = no such curve, though single readings can be large or run the other way; the % refers to the polarisation; also: potency is read from the fitted curve at half-maximal effect; % of control where 0% means no effect; many of its hits are not listed in these tables
Numbers without * were called inactive; [ ] = remark or other dose. Unless noted, calls follow the shape of the dose curve; as a rule, active = well fitted curve in the direction sought with a large enough effect; inconclusive = small, poorly fitted or top-dose-only effect, or another doubt; inactive = no such curve, though single readings can be large; an effect the other way counts as inactive or inconclusive. Only part of the results is shown, so the mix of outcomes need not match the whole.

For CCN(c1ccccc1)S(=O)(=O)c1ccc(NC(=O)C(C)(C)C)cc1 the results were GALK inh -2%, BCR signal inh -13%, Tb PFK inh -2%, PKM2 act 1%, ASM inhibitor -1%, PTAP TSG101 blk -2%, Integrin act MD -6%[7.66 µM], B2AR arrestin -0.1%, Coupling enz 2, Giardia killer 3 and Menin-MLL TR inh 14%.
For CC(C)(C)C(=O)c1cn(CC(=O)NCc2ccc3c(c2)OCO3)c2ccccc12 the results were GALK inh 0%, BCR signal inh inconclusive, Tb PFK inh 5%, PKM2 act -1%, ASM inhibitor -6%, PTAP TSG101 blk -1%, Integrin act MD 1%, B2AR arrestin -0.6%, Coupling enz 3, Giardia killer 8 and Menin-MLL TR inh 8%.
Screening CC(=O)c1ccccc1OCc1ccc(C(=O)c2ccccc2)cc1 returned GALK inh 2%, BCR signal inh inconclusive, Tb PFK inh -1%, PKM2 act 0%, ASM inhibitor -7%, PTAP TSG101 blk 0%, Integrin act MD -39%, B2AR arrestin 3.1%, Coupling enz 1, Giardia killer -27 and Menin-MLL TR inh 13%.
CCCCN(C(=O)c1ccc2c(c1)NC(=O)CS2)c1ccccc1 was read as BCR signal inh inconclusive, Tb PFK inh -1%, ASM inhibitor -2%, PTAP TSG101 blk -6%, Integrin act MD 3%, B2AR arrestin 0.1% and Giardia killer -9.
For Cc1nnc(SCCn2c(N3CCCCCC3)nc3c2c(=O)[nH]c(=O)n3C)s1 the results were GALK inh 4%, BCR signal inh -6%, Tb PFK inh -2%, PKM2 act -1%, ASM inhibitor 0%, PTAP TSG101 blk -5%, Integrin act MD 17%, B2AR arrestin 0.4%, Coupling enz 1, Giardia killer 0 and Menin-MLL TR inh -9%.
Screening COc1ccc(Cc2nnc(N/N=C/c3ccc(Br)cc3)[nH]c2=O)cc1OC returned GALK inh 3%, BCR signal inh -3%, Tb PFK inh -4%, PKM2 act -1%, ASM inhibitor -2%, PTAP TSG101 blk -2%, Integrin act MD 21%, B2AR arrestin 0.0%, Coupling enz 0 and Giardia killer 7.
`O=Cc1ccc(OC2OCCOC2Oc2ccc(C=O)cc2)cc1` (stereo not drawn) gave GALK inh 1%, BCR signal inh -2%, Tb PFK inh 0%, PKM2 act -2%, ASM inhibitor -5%, PTAP TSG101 blk 1%, Integrin act MD -24%, B2AR arrestin -1.9%, Coupling enz 5, Giardia killer -9 and Menin-MLL TR inh -5%.
Screening COc1cccc(Nc2nc(-c3sc(N)nc3C)cs2)c1 returned GALK inh -2%, BCR signal inh inconclusive, Tb PFK inh 1%, PKM2 act 7%, ASM inhibitor -3%, PTAP TSG101 blk -11%, Integrin act MD -20%, B2AR arrestin -0.1%, Coupling enz -11, Giardia killer 1 and Menin-MLL TR inh inconclusive.
`COc1ccccc1NS(=O)(=O)c1ccc(C)c(NC(=O)NC2CCCCC2)c1` gave GALK inh -2%, BCR signal inh 0%, Tb PFK inh 0%, PKM2 act 1%, ASM inhibitor -2%, PTAP TSG101 blk 0%, Integrin act MD -16%, B2AR arrestin -0.5%, Coupling enz -2, Giardia killer 4 and Menin-MLL TR inh -24%.
Screening O=C(COC(=O)c1ccccc1Oc1ccccc1)NC1CC1 returned GALK inh 9%, BCR signal inh -13%, Tb PFK inh 1%, PKM2 act 14%, ASM inhibitor 0%, PTAP TSG101 blk -15%, Integrin act MD -5%, B2AR arrestin 0.3%, Coupling enz -1, Giardia killer -9 and Menin-MLL TR inh -9%.
For Cc1ccc(-c2nc3ncccc3o2)cc1NC(=O)c1cc2ccccc2o1 the results were GALK inh 3%, BCR signal inh -2%, Tb PFK inh -1%, PKM2 act 25%, ASM inhibitor -5%, PTAP TSG101 blk -5%, Integrin act MD 3%, B2AR arrestin -3.8%, Coupling enz 2, Giardia killer 10 and Menin-MLL TR inh 3%.
`O=C(NCc1ccccc1)C1=C[C@@H](C2CCCCC2)C[C@@H](OCc2ccc(CO)cc2)O1` gave GALK inh -2%, BCR signal inh 14%, Tb PFK inh 0%, PKM2 act 1%, ASM inhibitor -1%, PTAP TSG101 blk -6%, Integrin act MD -42%, B2AR arrestin -0.4%, Coupling enz -1, Giardia killer 0 and Menin-MLL TR inh -13%.
For CCOC(=O)CC(NC(=O)CCc1c(C)nc2ncnn2c1C)c1ccc(OC(C)C)cc1 (stereo not drawn) the results were GALK inh 10%, BCR signal inh -15%, Tb PFK inh -3%, PKM2 act 3%, ASM inhibitor -1%, PTAP TSG101 blk -2%, Integrin act MD -13%, B2AR arrestin 0.1%, Coupling enz 2, Giardia killer -5 and Menin-MLL TR inh -6%.
Cc1c(NS(=O)(=O)c2cccs2)cccc1-c1nc2cccnc2s1 was read as GALK inh -2%, BCR signal inh -2%, Tb PFK inh 1%, PKM2 act 3%, ASM inhibitor 3%, PTAP TSG101 blk -4%, Integrin act MD 10%, B2AR arrestin 0.1%, Coupling enz 7 and Giardia killer -27.
For O=C(CNC(=O)c1cccs1)N/N=C/c1c(F)cccc1Cl the results were GALK inh 5%, BCR signal inh inconclusive, Tb PFK inh 1%, PKM2 act -1%, ASM inhibitor 0%, PTAP TSG101 blk -1%, Integrin act MD 25%, B2AR arrestin 0.4% and Giardia killer 3.
Screening NC(=O)COC(=O)CNC(=O)c1ccc(Cl)cc1 returned GALK inh -1%, BCR signal inh 0%, Tb PFK inh 3%, PKM2 act 7%, ASM inhibitor 1%, PTAP TSG101 blk -4%, Integrin act MD 10%, B2AR arrestin 0.0%, Coupling enz 4, Giardia killer -2 and Menin-MLL TR inh 19%.
`CCC(=O)N1CCC2(CC1)Oc1ccc(F)cc1C(=O)C21CC(c2ccccc2)=NO1` (stereo not drawn) gave GALK inh 0%, BCR signal inh -15%, Tb PFK inh 6%, PKM2 act -4%, ASM inhibitor 2%, PTAP TSG101 blk -3%, Integrin act MD -2%, B2AR arrestin 11%, Coupling enz 5 and Giardia killer -21.
Screening CC1(C)Cc2c(sc(NC(=O)C(=O)N3CCN(CCO)CC3)c2C(N)=O)CO1 returned GALK inh 5%, BCR signal inh inconclusive, Tb PFK inh -4%, ASM inhibitor -10%, PTAP TSG101 blk 0%, Integrin act MD 8%, B2AR arrestin 0.2% and Giardia killer 1.
`O=C(c1ccc(CS(=O)(=O)Cc2ccc(Cl)cc2)o1)N1CCCC1` gave GALK inh -3%, BCR signal inh 0%, Tb PFK inh -2%, PKM2 act 4%, ASM inhibitor -2%, PTAP TSG101 blk 0%, Integrin act MD 0%, B2AR arrestin -0.3%, Coupling enz 4, Giardia killer -9 and Menin-MLL TR inh -7%.
For CCOC(=O)C(NC(=O)c1ccccc1)(Nc1cc(C)on1)C(F)(F)F (stereo not drawn) the results were GALK inh 1%, BCR signal inh -24%, Tb PFK inh -2%, PKM2 act -18%, ASM inhibitor 2%, PTAP TSG101 blk 2%, Integrin act MD -18%, B2AR arrestin -0.4%, Coupling enz -6, Giardia killer -25 and Menin-MLL TR inh -5%.
Screening C=CCOC(=O)C1=C(C)OC(N)=C(C#N)C1c1c(C)nn(-c2ccccc2)c1Cl (stereo not drawn) returned GALK inh 9%, BCR signal inh 1%, Tb PFK inh 1%, PKM2 act -1%, ASM inhibitor -4%, PTAP TSG101 blk -7%, Integrin act MD -12%, B2AR arrestin -0.9%, Coupling enz -12, Giardia killer 2 and Menin-MLL TR inh 1%.
